# Assay outcomes: PubChem, several laboratories
# LMPTP inh – LMPTP phosphatase inhibitors, primary screen, biochemical, fluorescence intensity, uHTS; recombinant LMPTP-A, OMFP fluorogenic substrate; inhibition, % at 20 µM; Low molecular weight phosphotyrosine protein phosphatase (Homo sapiens), P24666; 360,000 compounds, 0.22% hits;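 active means compounds that cut the enzyme signal by at least half of the control window in the single-dose screen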;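 further: plate controls were DMSO wells with enzyme plus substrate for no effect and substrate without enzyme for full effect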
#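 Test system – LMPTP-A phosphatase enzyme · Quantity – 0.625 nM LMPTP-A final · Reagent – OMFP substrate, 400 µM final · Dosing – one test concentration per compound, 20 µM, with 3% DMSO overall · Timing – 50 min enzyme reaction at room temperature, protected from light · Detection – fluorescence intensity · Controls – substrate-only low control, DMSO enzyme-plus-substrate high control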
# MsrA inhibitor – bovine MsrA enzyme inhibitors, primary screen, biochemical, absorbance, HTS. purified bovine MsrA, absorbance read-out. 360,000 compounds, 0.75% hits. inhibition, % at 15.5 µM. Methionine sulfoxide reductase A (Bos taurus). AID 651718, 2012; in the data active means inhibition above about 4.5%;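 further: 0% = vehicle wells with enzyme and 100% = reference inhibitor wells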
# CSN deneddyl inh – inhibitors of CSN-mediated cullin deneddylation, primary screen, biochemical, fluorescence polarization, uHTS; COP9 signalosome complex subunit 5 (Homo sapiens), Q92905; Purified CSN, SCF-Nedd8-OG deneddylation; inhibition, % at 12.5 µM; 360,000 compounds, 0.38% hits;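 active means pattern-corrected inhibition above about 35%, with an unprinted fluorescence ratio check between 0.5 and 1.5, limit read from the data, passing the limit was not always enough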;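 further: 0% = enzyme with substrate and 100% = substrate without enzyme; some results filed as inactive read as strong as hits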
#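 test system = HEK293T-derived human Csn5 enzyme | amount = 0.24 nM Csn5 enzyme, final concentration | medium = Tris/NaCl/DTT buffer, pH 7.5 | schedule = 90 min reaction at room temperature | signal = FP | evaluation = inhibition of Csn5 cleavage, % | compound dosing = single dose of 12.5 µM compound with 0.25% DMSO | probe or stimulus = 10 nM SCFSkp2-Nedd8OG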
# NadD block – inhibitors of S. aureus NadD, primary screen, biochemical, colorimetric, uHTS | purified NadD enzyme, colorimetric absorbance read-out | 360,000 compounds, 0.78% hits | Nicotinate-nucleotide adenylyltransferase NadD (Staphylococcus aureus N315) | inhibition, % at 20 µM; in the data active means inhibition above about 26%; further: some compounds past the cut are filed as inactive
# SUMO1-SIM PPI – modulators of SUMO1 protein-protein interactions, primary screen, biochemical, uHTS. 360,000 compounds, 0.33% hits. inhibition, % at 20 µM. AID 602429, 2012. SUMO1 binding to a labelled peptide, TR-FRET, 1 h; in the data active means inhibition above about 37%
# STEP inh – STEP phosphatase inhibitors, primary screen, biochemical, fluorescence intensity, uHTS | recombinant STEP, OMFP fluorogenic substrate | 360,000 compounds, 0.25% hits | Tyrosine-protein phosphatase non-receptor type 5 (Homo sapiens), P54829 | inhibition, % at 20 µM;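 active means inhibition at 20 µM, scaled per plate between control wells, above about 37%, limit read from the data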;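 further: 0% = DMSO with enzyme and substrate and 100% = substrate only without enzyme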
# Target sequence (P54829 whole entry, looked up): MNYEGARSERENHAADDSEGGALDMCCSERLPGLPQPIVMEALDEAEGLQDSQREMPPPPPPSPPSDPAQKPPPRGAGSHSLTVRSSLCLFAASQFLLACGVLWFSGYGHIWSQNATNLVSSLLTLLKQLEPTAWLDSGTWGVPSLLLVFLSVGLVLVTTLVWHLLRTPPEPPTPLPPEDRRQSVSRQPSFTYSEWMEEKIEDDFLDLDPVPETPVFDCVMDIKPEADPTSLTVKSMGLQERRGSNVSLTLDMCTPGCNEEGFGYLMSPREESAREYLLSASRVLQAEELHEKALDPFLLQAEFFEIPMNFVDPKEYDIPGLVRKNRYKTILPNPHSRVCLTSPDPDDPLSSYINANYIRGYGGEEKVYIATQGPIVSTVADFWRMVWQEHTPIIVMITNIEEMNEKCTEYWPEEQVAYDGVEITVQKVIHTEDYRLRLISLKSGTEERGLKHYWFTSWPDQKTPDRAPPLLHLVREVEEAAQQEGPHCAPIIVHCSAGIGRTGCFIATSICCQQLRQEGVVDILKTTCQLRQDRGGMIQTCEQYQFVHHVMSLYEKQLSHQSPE
#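 Material: STEP (striatal-enriched tyrosine phosphatase) enzyme, cell-free | Medium: 50 mM Bis-Tris pH 6.0 with 2.5 mM DTT and 0.005% Tween 20 | Read-out: Percent inhibition scaled to no-enzyme and uninhibited-enzyme controls, plate-pattern corrected | Signal: Fluorescence read at 480 nm ex / 540 nm em | Times: 20 min reaction, room temperature, in the dark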
# DNMT1 inh – human DNMT1 methyltransferase inhibitors, primary screen, biochemical, molecular beacon, fluorescence, HinP1I cleavage, uHTS; DNA (cytosine-5)-methyltransferase 1 (Homo sapiens), P26358; 360,000 compounds, 0.83% hits; inhibition (reported as % activation of signal), % at 10 µM; in the data active means inhibition above about 50%
# Scp-1 inhibitor – Scp-1 phosphatase inhibitors, primary screen, biochemical, colorimetric, uHTS. Carboxy-terminal domain RNA polymerase II polypeptide A small phosphatase 1 (Homo …. Recombinant Scp1, phosphopeptide, malachite green phosphate absorbance. inhibition, % at 20 µM. 340,000 compounds, 0.88% hits;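 active means inhibition above about 50% at 20 µM, limit read from the data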;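 further: plate controls were DMSO wells with enzyme for no effect and wells lacking enzyme for full effect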
# Target sequence (Q9GZU7 76-261 limits assumed): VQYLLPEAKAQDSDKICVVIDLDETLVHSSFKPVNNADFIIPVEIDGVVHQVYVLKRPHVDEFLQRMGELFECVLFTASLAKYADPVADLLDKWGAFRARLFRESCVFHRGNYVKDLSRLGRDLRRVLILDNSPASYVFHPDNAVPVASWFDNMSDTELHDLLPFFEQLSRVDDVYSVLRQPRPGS
#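 Material: truncated SCP-1 phosphatase (76-261aa) / Buffer or medium: 50 mM Tris acetate pH 5.5, 0.005% Tween-20, 10 mM MgCl2 / Compound dosing: one concentration, 20 µM, with 1.0% DMSO / Incubation: 45 min room-temperature reaction, 5 min colour, 30 min stabiliser / Detection: colorimetric free-phosphate detection, absorbance 630 nm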
# Rpn11 block – Rpn11 (PSMD14) deubiquitinase inhibitors, primary screen, biochemical, fluorescence polarization, uHTS; human 26S proteasome, Ub4-pepOG fluorescence polarization; 20S core pre-blocked with epoxomicin; 26S proteasome non-ATPase regulatory subunit 14 (Homo sapiens), O00487; AID 588493, 2011; 360,000 compounds, 0.59% hits; calls only at 20 µM;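 active means inhibition at 20 µM, scaled to each plate's controls, above about 33%, limit read from the data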
# Target sequence (O00487 whole entry, looked up): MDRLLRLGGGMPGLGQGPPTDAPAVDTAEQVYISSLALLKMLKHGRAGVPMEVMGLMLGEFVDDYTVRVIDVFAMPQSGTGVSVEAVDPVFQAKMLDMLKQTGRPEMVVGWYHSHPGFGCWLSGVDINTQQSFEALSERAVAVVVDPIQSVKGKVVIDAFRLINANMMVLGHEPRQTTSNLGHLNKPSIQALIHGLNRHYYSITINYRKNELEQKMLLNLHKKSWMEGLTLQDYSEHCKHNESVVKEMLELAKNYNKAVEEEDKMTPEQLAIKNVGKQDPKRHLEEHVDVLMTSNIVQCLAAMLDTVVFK
# TbMetRS inhib – T. brucei MetRS inhibitors, primary screen, biochemical, luminescence; methionyl-tRNA synthetase (Trypanosoma brucei brucei); purified T. brucei MetRS, ATP depletion, Kinase-Glo luminescence; inhibition, % at 11.9 µM; 360,000 compounds, 0.4% hits;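 active means inhibition above a per-plate cutoff of the control wells' mean inhibition plus 3 SD, cut at about 5.5% in these data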;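 further: 0% = DMSO wells median and 100% = median of wells with control inhibitor compound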
#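 Material: T. brucei methionyl-tRNA synthetase, purified; reagent: substrates ATP, L-methionine and bulk Escherichia coli tRNA; dosing: 11.9 µM single point; timing: 15 min plus 2 h at 25 °C; detection: luminescence of leftover ATP; evaluation: % inhibition; control set: DMSO-only wells as low control; replicates: singlicate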
# The depositor's hits bear a star; i = inactive; / = no result given; + = active, no number. No enrichment for hits; overall some 3.9% were active at least once.
No.	SMILES	LMPTP inh	MsrA inhibitor	CSN deneddyl inh	NadD block	SUMO1-SIM PPI	STEP inh	DNMT1 inh	Scp-1 inhibitor	Rpn11 block	TbMetRS inhib
1	COc1cc(C=NOC(=O)Nc2ccccc2)cc(OC)c1OC	2.3	0.2	2	-2	-1	0	0	-8	i	0.1
2	O=C(CC1CCCCC1)N1CCCC(c2nc(-c3ccc(S(=O)(=O)N4CCCC4)cc3)no2)C1 (centres undefined)	2.3	-0.5	3	6	0	13	29	22	i	-0.5
3	CCOC(=O)COc1ccc2c(=O)c(-c3ccccc3OC)coc2c1	-1.3	-1.3	4	5	3	-2	-12	-1	i	-0.6
4	O=C(CCc1nnc2ccc(NCc3ccco3)nn12)Nc1cc(F)ccc1F	1.8	-0.8	4	7	10	2	30	43	i	-0.1
5	N#Cc1c(N)n(CCNC(=O)c2ccc(Cl)cc2)c2nc3ccccc3nc12	-2.5	-0.5	3	1	3	0	-17	-2	i	-1.0
6	O=C(NNC1CC(=O)N(c2ccc(F)cc2)C1=O)c1cccnc1 (centres undefined)	-1.8	-0.2	0	-4	0	2	-3	-7	i	-1.0
7	O=C(CSCc1cccc(Cl)c1)Nc1ccccc1-c1ccccc1	2.8	0.9	-2	2	1	-2	1	-10	i	0.0
8	COc1ccc2c(c1)CCC1(C)CC(=O)C(Br)=C21 (centres undefined)	-0.4	4.0	-5	-8	-36	1	2	/	i	-0.3
9	c1ccc(OCCCn2ccnc2)cc1	-0.9	0.1	-1	2	4	-1	-2	0	i	-1.4
10	O=C(CN1CCN(c2ccccn2)CC1)Nc1cc(C(F)(F)F)ccc1Cl	1.9	-1.1	4	-9	1	1	-3	-12	i	-1.1
11	C[C@@H]1CN([C@H](C)CO)C(=O)CCCn2nncc2CO[C@@H]1CN(C)C(=O)Cc1ccccc1	-1.9	0.1	5	-7	2	-1	7	/	i	-0.4
12	Cc1sc2ncn(CC(=O)NCCCC(=O)Nc3ccc(C(C)C)cc3)c(=O)c2c1C	0.0	0.5	0	0	-1	1	26	-7	i	0.8
13	COc1ccc(NC(=O)c2sc3ncn(CC(=O)N4CCN(c5ccccn5)CC4)c(=O)c3c2C)cc1OC	2.0	0.8	1	0	4	-2	-1	3	i	0.2
14	CC(=O)N1CCN(C(=O)C(Cc2c[nH]c3ccccc23)NC(=O)c2ccccc2Cl)CC1 (centres undefined)	-1.0	0.1	-4	6	0	-4	-2	-5	i	-0.2
15	O=C(NCCN1CCOCC1)c1cccc(S(=O)(=O)Nc2ccc(Br)cc2)c1	-1.0	0.3	2	-1	5	-3	0	-13	i	-0.2
16	O=C(Cc1ccccc1)Nc1ccc(NC(=O)c2ccco2)cc1	-1.8	0.3	-1	-7	5	-2	3	-4	i	-1.7
17	COc1ccc2cc(C#N)c(SCC(=O)N3CC(=O)Nc4ccccc43)nc2c1	0.6	/	-8	10	-66	1	-3	-5	+	-0.9
18	Cc1ccc(NC(=O)CCC(=O)NNC(=O)c2ccco2)c(C)c1	0.2	-2.2	4	1	0	-2	1	-4	i	-0.1
19	Cc1[nH]c2ccc(-c3n[nH]c(=S)n3Cc3ccccc3)cc2c1C	2.6	-1.3	-9	12	4	-2	-13	-8	i	0.1
20	CC1(C)NC(=O)N(CCCCOc2ccc(Br)cc2Cl)C1=O	0.0	-0.4	1	-3	4	-3	12	-2	i	4.4

# More entries follow:
No.	SMILES	LMPTP inh	MsrA inhibitor	CSN deneddyl inh	NadD block	SUMO1-SIM PPI	STEP inh	DNMT1 inh	Scp-1 inhibitor	Rpn11 block	TbMetRS inhib
21	CCCCNC(=O)C1(C)CCN1C(=O)c1ccc(F)cc1Cl (centres undefined)	-0.5	0.2	3	-5	2	1	12	/	i	-0.2
22	CC1(C)Cc2c(sc(NC(=O)C(=O)N3CCCC3)c2C#N)CO1	-0.5	1.9	-1	-2	3	0	2	-1	i	0.2
23	COc1ccc2[nH]c(C(=O)N/N=C/c3cc(OC)c(OC)c(OC)c3)cc2c1	2.3	6.0*	-3	5	-13	-1	-3	-4	i	-0.2
24	COC(=O)c1ccccc1NC(=O)NCc1ccco1	-0.2	-0.3	0	-3	1	-1	3	0	i	-1.1
25	N/C(=N\OS(=O)(=O)c1ccc2ccccc2c1)c1ccccn1	-1.0	-0.9	4	-6	-7	-4	1	2	i	-0.3
26	Oc1ccc(Br)cc1/C=N/N1CCN(Cc2cccc3ccccc23)CC1	0.7	-0.8	-1	9	2	5	0	-2	i	-0.4
27	O=C(CSc1nnc(SCc2ccccc2)s1)N/N=C/C=C/c1ccccc1[N+](=O)[O-]	1.5	1.1	-7	4	-5	4	-2	-12	i	-0.5
28	COc1cc2nc3n(c(=O)c2cc1OC)-c1cc2ccccc2cc1C(=O)NC3Cc1ccccc1 (centres undefined)	-0.4	1.3	0	1	-1	2	-7	/	i	0.2
29	O=C1C=C(Nc2cccnc2)c2ccccc2C1=O	7.1	0.2	8	14	-12	10	41	1	i	0.0
30	COc1ccc(N2C(=O)NC(NS(=O)(=O)c3ccccc3)(C(F)(F)F)C2=O)cc1 (centres undefined)	0.2	1.6	0	-3	-5	0	1	-10	i	-0.1
31	O=C(CN1C(=O)c2ccc([N+](=O)[O-])cc2C1=O)NCc1ccc(C(=O)O)cc1	-1.9	1.8	1	-5	-32	1	0	-7	i	-0.2
32	O=C(O)c1ccccc1Oc1ccc(Oc2ccccc2)cc1	0.9	0.3	0	1	11	-2	0	-12	i	0.9
33	CN(C(=O)CN1CCC(NC(=O)c2ccccc2Br)CC1)C1CCCCC1	-1.3	-0.6	3	-2	3	-1	0	-8	i	0.3
34	CCn1c(SCc2cccnc2)nnc1-c1c[nH]c2ccccc12	-1.4	-0.1	0	0	3	0	0	-11	i	4.5
35	COc1ccc(OC(=O)COc2cccc(C)c2)cc1	-2.1	0.5	-6	0	6	2	-1	-5	i	-0.9
36	Cc1ccc(NC(=O)C2(C)CCN2C(=O)Cc2ccc(C(C)C)cc2)cc1 (centres undefined)	1.2	-1.1	-2	-3	-1	4	7	/	i	-0.3
37	COc1ccc(CC(=O)NCc2nnc(SCC(=O)c3ccc(OC)cc3)n2C)cc1	-0.4	0.8	-1	-5	0	7	-1	6	i	-0.3
38	CCOc1ccc(NC(=O)CSc2nnc(-c3ccccn3)n2N)cc1	-1.1	1.4	-3	-2	4	2	2	-6	i	-0.8
39	CCOC(=O)[C@H]1[C@H]2COc3ccc(Br)cc3[C@H]2N2C(=O)CN(Cc3ccc(C)cc3)C(=O)[C@@]12C	0.0	-0.7	-12	0	1	2	4	10	i	0.1
40	Cc1c(C(=O)N2CCOCC2)sc(NC(=O)c2ccc3c(c2)OCO3)c1C#N	0.5	5.0*	10	9	15	2	3	24	+	-0.8

# Continuation.
No.	SMILES	LMPTP inh	MsrA inhibitor	CSN deneddyl inh	NadD block	SUMO1-SIM PPI	STEP inh	DNMT1 inh	Scp-1 inhibitor	Rpn11 block	TbMetRS inhib
41	Cc1ccc(S(=O)(=O)Nc2c(C)cc([N+](=O)[O-])cc2C)cc1	-0.5	0.9	-1	-5	-18	0	10	-10	i	0.3
42	COCCOC(=O)C1=C(C)NC(=O)NC1c1c(OC)ncnc1OC (centres undefined)	-1.2	-0.8	3	-2	1	-2	-3	-2	+	0.0
43	COC(=O)c1sc(-c2ccccc2)cc1NC(=O)C1CC1	1.8	1.1	-9	-9	-11	0	2	-11	i	-0.1
44	CC(=O)Nc1ccc(OCC(O)Cn2ccnc2C)cc1 (centres undefined)	-0.7	1.2	-6	-2	0	0	0	-3	i	-0.6
45	CCc1ccc(NC(=O)CSc2nc3cc(C(=O)OC)ccc3c(=O)n2CC2CCCO2)cc1 (centres undefined)	-0.8	2.9	0	0	-2	-2	10	-13	i	0.1
46	O=C1/C(=C/c2ccncc2)CCC/C1=C\c1ccncc1	0.5	1.5	23	-3	-7	16	16	-4	i	-0.7
47	Cc1nc(SC(C)C(=O)Nc2cccc(C(F)(F)F)c2)c2c(C)c(C(=O)O)sc2n1 (centres undefined)	-1.5	0.9	1	2	7	0	2	23	i	-0.8
48	COc1cccc(-c2csc(N3CCN(C(=S)Nc4cccc(Cl)c4)CC3)n2)c1	1.9	0.8	3	15	-7	2	-7	11	+	-0.2
49	Cc1noc(C)c1C(=O)N(C)CC(=O)Nc1ccc(F)c(F)c1F	-0.5	-0.7	-9	-3	4	-1	4	4	i	0.2
50	COc1ccc(CCNC(=O)CCc2nnc(Cc3ccc4c(c3)OCO4)o2)cc1	0.2	0.7	3	-4	2	-3	-1	-2	i	-0.4
51	COc1ccc(S(=O)(=O)N2CCn3c2nc2ccccc23)cc1	-1.3	-0.1	2	2	2	2	-4	-7	i	1.3
52	O=C(Nc1ccccc1)c1cc(C2CCCN(C(=O)CCc3ccccc3)C2)on1 (centres undefined)	-1.5	0.8	3	0	3	0	-2	/	i	0.0
53	COc1ccccc1NS(=O)(=O)c1cc(C(=O)NCC(c2cccs2)N2CCOCC2)ccc1C (centres undefined)	-10	-1.4	-2	3	-32	-2	-4	-8	i	-0.3
54	CCN1C(=O)C(CC(=O)Nc2ccc(OC)cc2)N(Cc2ccc(OC)c(OC)c2)C1=S (centres undefined)	-0.3	0.0	-6	1	0	1	-1	8	i	-0.3
55	Cc1ccc(S(=O)(=O)N2CCCCC2)cc1C(=O)Nc1ccccn1	-0.3	0.0	2	-3	1	2	5	10	i	-0.2
56	CCOc1ccccc1CNCc1ccc(C(=O)O)cc1	-0.3	-0.2	-19	3	-3	0	-1	-7	i	-0.9
